Autophagy HCS: autophagy modulation, high-content screen. MEF GFP-LC3 puncta imaging; test concentration mostly 10 µM. calls only at 10 µM (by protocol). 0.98% of 190,000 active. AID 463193;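 active = percentage of spot-positive cells more than 3 SD above its plate mean, without a fluorescence outlier flag or 80% toxicity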;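 note: spot-positive cell cutoff set from DMSO-treated cells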
RSV antiviral HEp-2: RSV antiviral activity via CPE protection, HEp-2 cells, primary 10 µM value included (AID 2391) | HEp-2 cells, RSV-induced CPE inhibition; higher % means a stronger effect | CPE inhibition, % at 10 µM; hits with a dose series show IC50 in µM | 0.13% of 310,000 active; in the data active = a potency from the dose series; note: strong numbers were not always called active
GPR35 antagonists: GPR35 antagonists blocking zaprinast-driven arrestin recruitment, primary screen, imaging, U2OS, beta-arrestin-GFP, zaprinast agonist (AID 2058); inhibition, % at 10 µM; hits with a dose series show IC50 in µM; 0.052% of 290,000 active; U2OS GPR35 beta-arrestin-GFP translocation imaging, zaprinast antagonism; higher % means a stronger effect;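 active = inhibition of at least 50% with at least 30 cells and total cytoplasm GFP at most 10,000,000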
NS5 inhibitors: flavivirus cap methylation enzyme inhibition – biochemical, confirmation dose response, primary screen (AID 588689); Dengue-2 NS5 methyltransferase capping enzyme assay, biochemical; higher % means a stronger effect; inhibition, % at 25 µM; hits with a dose series show IC50 in µM; 0.3% of 340,000 active; in the data active = a potency from the dose series
AID2073: disruptors of CaV2.2 binding to Mint1 – biochemical, HTRF (AID 2073); one-dose inhibition, % at 20 µM; IC50 in µM for titrated hits; 0.19% of 290,000 active; HTRF protein-protein interaction, Mint1-CaV2.2; higher % means a stronger effect; in the data active = inhibition mostly above about 51%, no sharp cut-off; note: some results filed as inactive read as strong as hits
NTR1 ag: NTR1-driven beta-arrestin-GFP spot formation – imaging, U2OS cells, high content, primary screen (AID 493036). P30989. agonist mode. activation, % at 20 µM. 0.17% of 330,000 active;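 active = activation at or above 40% of the spot to cytoplasm intensity ratio, with at least 20 cells analyzed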;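 note: 0% = DMSO without peptide and 100% = 100 nM NTR1 peptide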
Target sequence (P30989 whole entry, looked up): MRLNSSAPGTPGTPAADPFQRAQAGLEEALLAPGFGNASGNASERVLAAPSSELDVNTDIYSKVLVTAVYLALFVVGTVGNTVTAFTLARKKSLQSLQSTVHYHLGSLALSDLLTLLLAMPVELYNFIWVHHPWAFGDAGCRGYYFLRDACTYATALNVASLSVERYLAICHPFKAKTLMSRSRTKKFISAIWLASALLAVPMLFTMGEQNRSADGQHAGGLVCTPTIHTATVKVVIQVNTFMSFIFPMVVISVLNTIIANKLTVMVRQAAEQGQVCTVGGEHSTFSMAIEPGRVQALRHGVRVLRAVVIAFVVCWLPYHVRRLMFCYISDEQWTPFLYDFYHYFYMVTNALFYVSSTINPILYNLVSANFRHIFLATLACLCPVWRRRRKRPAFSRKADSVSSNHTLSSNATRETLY
LYP inhibition: PTPN22 lymphoid phosphatase activity blockers – biochemical, fluorescence intensity, uHTS (AID 1779); one-dose inhibition, % at 11.5 µM; IC50 in µM for titrated hits; recombinant LYP phosphatase, fluorescence intensity; higher % means a stronger effect; 0.054% of 290,000 active; in the data active = inhibition above about 50%;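 note: plate controls were vehicle with enzyme for no effect and no enzyme for full effect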
UTI89 phage lysis: inhibition of K1F phage lysis, E. coli UTI89, bacterial capsule biogenesis inhibitors, alamar blue (AID 488966) | E. coli UTI89 K1F phage lysis, alamar blue, 2 h; higher % means a stronger effect | inhibition, % at 100 µM, or IC50 in µM where a hit was titrated | 0.02% of 340,000 active;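 active = phage lysis inhibition, versus mean bacterial control, above a set limit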;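 note: capsule biogenesis inhibitors block K1F phage lysis so surviving cells raise fluorescence; higher fluorescence means more inhibition of phage lysis; actives were called in the ten point dose series up to 300 µM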
WT yeast gro inh: growth inhibition of WT yeast, mitochondrial fusion screen; mitochondrial fusion phenotypic screen, WT strain; 2.1% of 190,000 active; AID 1362; inhibition, % at 10 µM; in the data active = inhibition above about 58%; tested in S. cerevisiae
WT yeast gro inh mutant strain: also measured in WT yeast gro inh; calls as there; inhibition, %; mitochondrial fusion phenotypic screen, mutant strain inhibition
Autophagy HCS cell loss 18 h: further read-out of Autophagy HCS, marked with its call; toxicity, %; measured here: cell loss, nuclei count;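 cell loss after 18 h compound exposure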
NTR1 ag cell count 20 µM: recorded beside NTR1 ag, whose call it bears; cell count; measured here: cell count, cytotoxicity flag
NS5 inhibitors pilot replicate: second read-out of NS5 inhibitors, no call of its own (marks repeat the call); inhibition, %; measured here: pilot screen replicate inhibition
* = called active by the depositor; i = inactive; . = no result given; + = active, no number; [ ] = dose if it differs, or a comment.

SMILES	Autophagy HCS	Autophagy HCS cell loss 18 h	RSV antiviral HEp-2	GPR35 antagonists	NS5 inhibitors	AID2073	NTR1 ag	NTR1 ag cell count 20 µM	LYP inhibition	UTI89 phage lysis	WT yeast gro inh	WT yeast gro inh mutant strain	others
Cc1c(Cc2ccccc2)sc(/N=C/c2c(O)ccc3ccccc23)c1C(N)=O	i	2.7	18.0%	1.7%	23.4%	21.8%	12.5	51	4.5%	0.5%	47.7	37.7
CCN(CC)CCn1c(=N)n(CC(=O)c2ccc(Br)s2)c2ccccc21	.	.	11.2%	15.2%	.	3.8%	1.8	43	-3.4%	.	.	.
O=C1C2ON(c3ccccc3)C(c3cccnc3)C2C(=O)N1c1ccc(Cl)c(Cl)c1 (stereo not given)	i	16.6	-1.6%	2.5%	5.6%	0.8%	-2.4	84	-4.8%	0.0%	-7.6	-15.6
Fc1ccc(NC(=S)N2N=CCC2c2ccccc2)cc1 (stereo not given)	i	3.3	1.4%	11.1%	-1.9%	-10.8%	-0.7	69	-12.0%	0.5%	16.4	6.0
Cn1nc(C(F)(F)F)cc1C(=O)NC1CCCCCC1	i	-1.7	1.7%	-9.3%	-2.4%	20.5%	-0.6	74	-1.7%	7.1%	4.5	-14.7
c1ccc(-c2ccc3c(n2)CCCO3)cc1	.	.	-0.4%	.	-8.0%	.	-2.4	99	.	-0.1%	.	.
COC(=O)c1c(NC(=O)C(=O)NCC2CCCO2)sc2c1CC(C)(C)OC2 (stereo not given)	.	.	-0.3%	-19.0%	3.1%	11.7%	0.9	64	-15.4%	0.0%	.	.
C/C(=N/NC(=O)CSc1nc2ccccc2n1C)c1ccco1	.	.	3.4%	4.5%	-8.5%	7.6%	1.8	75	-6.1%	0.1%	.	.
O=C(c1cccs1)N(Cc1ccco1)Cc1cc2ccccc2[nH]c1=O	i	-3.0	4.5%	-11.9%	4.0%	2.0%	2.8	95	-2.4%	-0.4%	16.4	14.5
S=C(NNC(=S)Nc1ccccc1)Nc1ccccc1	.	.	4.8%	2.2%	-16.8%	-2.3%	0.3	85	-2.3%	0.2%	.	.
CCOC(=O)C1CCN(C(=O)/C=C/c2ccccc2OC)CC1	i	-4.0	0.4%	2.1%	8.3%	-4.1%	-1.0	55	-9.2%	0.3%	9.2	19.2
CCOc1ccc(Br)cc1S(=O)(=O)Nc1cccc(S(=O)(=O)NC2=NCCC2)c1	i	-6.1	-1.0%	-9.6%	3.5%	-1.1%	1.0	59	-5.6%	0.5%	-10.9	10.8
CCOc1c(Cl)cc(CNCC(O)c2ccccc2)cc1OC (stereo not given)	+	-0.3*	0.1%	-6.8%	-7.2%	-9.5%	0.0	66	-1.6%	0.2%	5.7	-4.2
COc1ccc(CC(=O)Nc2ccc(C(=O)Nc3nccs3)cc2)cc1OC	i	0.0	.	7.8%	-0.7%	7.2%	.	.	3.2%	0.2%	-3.4	6.3
N#CC(c1ccc(Cl)nn1)c1ccccc1Cl (stereo not given)	i	-8.9	1.4%	2.2%	4.5%	-7.5%	0.9	43	-3.0%	0.1%	-20.7	-13.0
NS(=O)(=O)OCc1ccc(C(F)(F)F)cc1	.	.	-0.5%	-3.3%	-0.8%	4.9%	2.1	69	-1.5%	3.0%	.	.
O=C(N/C(=C/c1ccco1)C(=O)N1CCCCCC1)c1cccs1	i	-6.0	3.2%	1.6%	-3.4%	-9.6%	0.4	93	-1.2%	0.1%	-1.8	9.6	NS5 inhibitors pilot replicate=-9.0
COc1ccccc1N(Cc1ccccc1)S(=O)(=O)c1cccc(C(=O)Nc2ccc(C(C)=O)cc2)c1	i	8.9	3.0%	-0.8%	-2.0%	35.7%	5.4	60	3.1%	1.6%[50 µM]	-8.8	10.6
COC(=O)c1ccccc1NC(=O)c1c(O)c2c([nH]c1=O)CCCC2	i	5.6	1.8%	-15.1%	3.2%	14.3%	4.2	71	-0.5%	1.7%	0.6	1.5
CCCc1nnc(SCC(=O)N2CCCC(C)C2)n1CCCOC (stereo not given)	i	1.7	1.3%	-12.2%	-8.6%	2.0%	-0.3	57	-11.2%	2.9%	15.5	5.8
CCCCNC(=O)c1ccccc1NC(=O)c1ccc2c(c1)OCO2	i	-15.0	1.6%	-15.4%	-3.6%	-0.2%	-1.3	69	1.4%	1.8%	8.5	5.1
O=C(CN1C(=O)C2CC=CCC2C1=O)NCC(=O)Nc1ccc(F)c(F)c1F (stereo not given)	i	0.9	3.1%	-5.2%	-2.3%	-3.7%	2.0	48	-10.2%	0.3%	-13.2	13.8
CC(C)CN1CCN=C1Nc1ccccc1	.	.	-0.8%	2.8%	-5.6%	-4.1%	3.7	86	-7.6%	0.1%	.	.
CC1CCN(C(=O)C(NS(=O)(=O)c2cccc3nsnc23)C(C)C)CC1 (stereo not given)	.	.	0.1%	-13.8%	-5.0%	-6.4%	1.5	57	-4.7%	0.1%	.	.
Cc1cc(C)cc(C(=O)Nc2ccc3[nH]c(=O)[nH]c3c2)c1	i	-24.7	5.8%	-4.1%	11.9%	-14.0%	-0.6	29	-5.1%	0.2%	3.9	-4.7
O=C(COc1ccccc1)NC(=S)N1CCc2ccccc21	i	4.1	1.5%	3.5%	-7.3%	-17.7%	-1.7	44	-2.3%	2.6%	47.3	35.5
CN(CC(=O)NCC(c1ccco1)N1CCCCC1)S(=O)(=O)c1ccc(Cl)cc1 (stereo not given)	.	.	-2.6%	.	-0.7%	.	1.9	40	.	-0.1%[50 µM]	.	.
CSCCC(NS(=O)(=O)/C=C/c1ccccc1)C(=O)NCCc1ccc(S(N)(=O)=O)cc1 (stereo not given)	.	.	-0.4%	6.2%	0.0%	-2.6%	0.9	58	-4.7%	0.0%	.	.
Cc1nccc(-c2cccc(NC(=O)Nc3ccc(Cl)cc3)c2)n1	.	.	7.5%	-12.7%	-21.5%	12.5%	-0.3	31	2.0%	0.0%	.	.
Cc1nc(SCC(=O)NCC2CCCO2)c2c3c(sc2n1)CCC3 (stereo not given)	.	.	3.1%	-11.6%	-6.5%	3.5%	1.6	54	-3.6%	0.9%[50 µM]	.	.
CCCOc1ccc(C2C(C#N)=C(N)Oc3nc[nH]c(=O)c32)cc1OC (stereo not given)	i	-8.5	7.7%	5.2%	-4.4%	40.6%	-1.8	91	-8.3%	0.3%	-14.6	-2.5
CC(CNC(=O)c1cc(COc2c(F)cccc2F)on1)c1ccccc1 (stereo not given)	.	.	3.1%	-4.2%	-1.6%	17.0%	1.2	57	-9.0%	-0.1%[50 µM]	.	.
Cc1cc(C(=O)Nc2cc(C(F)(F)F)ccc2N2CCOCC2)no1	.	.	1.3%	-2.0%	4.9%	5.9%	2.7	68	-5.8%	-0.8%[50 µM]	.	.
CN(c1ccccc1)S(=O)(=O)c1ccc(Cl)c(C(=O)NCC(c2ccco2)N2CCCC2)c1 (stereo not given)	.	.	-0.7%	.	0.7%	.	2.0	64	.	0.2%[50 µM]	.	.
Cc1cc(C)nc(NS(=O)(=O)c2ccc(NC(=O)C3(c4ccccc4)CCCC3)cc2)n1	i	23.2	1.9%	0.5%	0.7%	9.6%	0.0	39	-1.3%	0.3%	-3.2	-7.5
CN(C)S(=O)(=O)c1cccc(NC(=O)CCc2nc3cc(S(=O)(=O)N4CCOCC4)ccc3n2C)c1	.	.	-1.0%	.	-1.5%	.	-0.4	53	.	0.0%[50 µM]	.	.

Already shown: entries from further up.
SMILES	Autophagy HCS	Autophagy HCS cell loss 18 h	RSV antiviral HEp-2	GPR35 antagonists	NS5 inhibitors	AID2073	NTR1 ag	NTR1 ag cell count 20 µM	LYP inhibition	UTI89 phage lysis	WT yeast gro inh	WT yeast gro inh mutant strain	others
Cc1cc(C)cc(C(=O)Nc2ccc3[nH]c(=O)[nH]c3c2)c1	i	-24.7	5.8%	-4.1%	11.9%	-14.0%	-0.6	29	-5.1%	0.2%	3.9	-4.7
O=C(COc1ccccc1)NC(=S)N1CCc2ccccc21	i	4.1	1.5%	3.5%	-7.3%	-17.7%	-1.7	44	-2.3%	2.6%	47.3	35.5
CN(CC(=O)NCC(c1ccco1)N1CCCCC1)S(=O)(=O)c1ccc(Cl)cc1 (stereo not given)	.	.	-2.6%	.	-0.7%	.	1.9	40	.	-0.1%[50 µM]	.	.
CSCCC(NS(=O)(=O)/C=C/c1ccccc1)C(=O)NCCc1ccc(S(N)(=O)=O)cc1 (stereo not given)	.	.	-0.4%	6.2%	0.0%	-2.6%	0.9	58	-4.7%	0.0%	.	.
Cc1nccc(-c2cccc(NC(=O)Nc3ccc(Cl)cc3)c2)n1	.	.	7.5%	-12.7%	-21.5%	12.5%	-0.3	31	2.0%	0.0%	.	.
Cc1nc(SCC(=O)NCC2CCCO2)c2c3c(sc2n1)CCC3 (stereo not given)	.	.	3.1%	-11.6%	-6.5%	3.5%	1.6	54	-3.6%	0.9%[50 µM]	.	.
CCCOc1ccc(C2C(C#N)=C(N)Oc3nc[nH]c(=O)c32)cc1OC (stereo not given)	i	-8.5	7.7%	5.2%	-4.4%	40.6%	-1.8	91	-8.3%	0.3%	-14.6	-2.5
CC(CNC(=O)c1cc(COc2c(F)cccc2F)on1)c1ccccc1 (stereo not given)	.	.	3.1%	-4.2%	-1.6%	17.0%	1.2	57	-9.0%	-0.1%[50 µM]	.	.

The listing continues:
SMILES	Autophagy HCS	Autophagy HCS cell loss 18 h	RSV antiviral HEp-2	GPR35 antagonists	NS5 inhibitors	AID2073	NTR1 ag	NTR1 ag cell count 20 µM	LYP inhibition	UTI89 phage lysis	WT yeast gro inh	WT yeast gro inh mutant strain	others
Cc1cc(NS(=O)(=O)c2ccc(NC(=S)NC(=O)/C=C/c3ccccc3)cc2)no1	.	.	1.7%	-2.4%	-5.8%	6.1%	0.6	52	1.8%	-0.3%	.	.
COc1cccc(CN(C)Cc2c(O)ccc3ccccc23)c1	.	.	-0.1%	6.6%	-1.6%	-4.7%	1.0	59	-10.7%	0.1%	.	.
Cc1ccc2ccc(C(Nc3cccc(C(F)(F)F)c3)c3cccnc3)c(O)c2n1 (stereo not given)	i	-1.3	4.2%	-8.8%	-9.3%	39.8%	14.0	39	7.4%	1.1%	-8.6	15.2
COc1ccc(S(=O)(=O)NC2CC(=O)N(c3ccc(C)c(C)c3)C2)cc1C (stereo not given)	.	.	2.2%	.	2.9%	.	0.6	59	.	-0.2%[50 µM]	.	.
Cc1ccc2c(c1)N(CC(=O)N1CCCCC1C)C(=O)CO2 (stereo not given)	.	.	0.5%	8.0%	-3.3%	41.1%	-0.4	43	-6.0%	0.1%	.	.
O=C(NCCSCc1ccccc1)c1cc(S(=O)(=O)N2CCOCC2)ccc1F	i	-47.0	-0.6%	11.5%	2.4%	-5.0%	-0.6	89	-5.1%	-0.8%	3.3	-1.1
Cc1ccc(-c2cnc(SCCNC(=O)c3ccco3)[nH]2)cc1	.	.	-0.5%	.	7.2%	.	-0.3	58	.	1.5%[50 µM]	.	.
O=C(c1ccc(Cn2c(=O)[nH]c3ccccc3c2=O)cc1)N1CCN(c2ccccn2)CC1	i	1.9	-0.1%	-17.2%	-3.5%	7.7%	-4.8	76	-5.0%	-0.7%	9.5	6.5
CCOC(=O)/C(=N\Nc1ncnc2ccccc12)c1ccc(C)cc1	.	.	-0.5%	-4.8%	-10.6%	10.3%	0.7	40	4.4%	0.1%	.	.

Screens from PubChem BioAssay.
